Compound activity from PubChem BioAssay.
NadD block = blocks S. aureus nicotinate mononucleotide adenylyltransferase | purified NadD enzyme, colorimetric absorbance read-out | inhibition, % at 20 µM | actives 0.78% (n = 360,000); in the data active = inhibition above about 26%; also: some compounds past the cut are filed as inactive
LMPTP inh = blocks human LMPTP phosphatase. actives 0.22% (n = 360,000). inhibition, % at 20 µM. P24666. recombinant LMPTP-A, OMFP fluorogenic substrate, fluorescence intensity;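 active = compounds that cut the enzyme signal by at least half of the control window in the single-dose screen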;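 also: plate controls were DMSO wells with enzyme plus substrate for no effect and substrate without enzyme for full effect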
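Assay system: LMPTP-A, protein tyrosine phosphatase of low molecular weight / Medium: pH 6.0 Bis-Tris buffer with DTT and Triton X-100 / Schedule: 50 min enzyme reaction at room temperature, protected from light / Measured by: endpoint fluorescence intensity from OMFP dephosphorylation / Read-out basis: % inhibition relative to no-enzyme and uninhibited control wells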
MT1-MMP act inh = blocks activation of human MT1-MMP; P50281; HT1080 RFP-PRO-GFP cells, GFP/RFP ratio fluorescence, overnight; percent of plate control window, DMSO zero; GFP/RFP ratio change, % at 20 µM; actives 0.061% (n = 360,000);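 active = GFP/RFP ratio change of at least 30% with cell ATP level not reduced by more than half and red fluorescence within 50% of control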; also: strong numbers were not always called active
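Assay system: HT1080 RFP-PRO-GFP cells. Benchmarks: DMSO vehicle wells and RFP-L50D-GFP reporter cell wells. Times: overnight cell settling, then overnight compound exposure, 37 °C, 5% CO2. Compound: 20 µM single dose, 1% DMSO. Read-out basis: GFP/RFP fluorescence ratio.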
DNMT1 block = blocks human DNA methyltransferase DNMT1. P26358. DNMT1 molecular beacon, Hinp1I cleavage, fluorescence. inhibition (reported as % activation of signal), % at 10 µM. actives 0.83% (n = 360,000). AID 588458; in the data active = inhibition above about 50%
Target sequence (P26358 504-1616 limits assumed): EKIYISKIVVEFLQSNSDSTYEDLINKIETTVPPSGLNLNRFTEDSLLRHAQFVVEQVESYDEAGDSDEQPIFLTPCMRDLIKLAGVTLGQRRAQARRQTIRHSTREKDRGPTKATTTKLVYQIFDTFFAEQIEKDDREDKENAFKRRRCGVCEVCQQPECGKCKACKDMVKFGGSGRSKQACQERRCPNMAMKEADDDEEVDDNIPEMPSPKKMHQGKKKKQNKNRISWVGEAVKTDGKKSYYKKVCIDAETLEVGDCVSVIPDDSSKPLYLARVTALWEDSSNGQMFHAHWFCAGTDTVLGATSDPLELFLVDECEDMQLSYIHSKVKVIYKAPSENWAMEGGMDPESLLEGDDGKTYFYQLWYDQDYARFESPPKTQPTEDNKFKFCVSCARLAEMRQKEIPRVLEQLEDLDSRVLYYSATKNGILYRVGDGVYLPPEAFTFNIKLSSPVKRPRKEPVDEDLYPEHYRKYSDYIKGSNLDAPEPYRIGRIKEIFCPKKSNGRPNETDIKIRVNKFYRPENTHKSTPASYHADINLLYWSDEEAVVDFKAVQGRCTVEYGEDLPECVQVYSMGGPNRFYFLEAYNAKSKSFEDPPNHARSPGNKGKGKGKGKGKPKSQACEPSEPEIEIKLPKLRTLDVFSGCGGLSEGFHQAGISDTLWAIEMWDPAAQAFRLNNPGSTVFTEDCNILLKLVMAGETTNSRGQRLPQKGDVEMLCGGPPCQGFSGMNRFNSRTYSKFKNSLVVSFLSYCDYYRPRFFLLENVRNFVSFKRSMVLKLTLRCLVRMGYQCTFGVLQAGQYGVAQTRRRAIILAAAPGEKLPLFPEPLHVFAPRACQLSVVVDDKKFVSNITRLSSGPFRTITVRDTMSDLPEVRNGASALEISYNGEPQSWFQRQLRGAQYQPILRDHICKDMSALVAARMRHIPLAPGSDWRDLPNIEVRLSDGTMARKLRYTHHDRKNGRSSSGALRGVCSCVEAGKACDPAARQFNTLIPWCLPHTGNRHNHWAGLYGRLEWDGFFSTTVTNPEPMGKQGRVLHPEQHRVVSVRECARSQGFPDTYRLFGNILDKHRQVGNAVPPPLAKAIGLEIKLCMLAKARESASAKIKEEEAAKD
STEP block = STEP (human) phosphatase inhibition. P54829. recombinant STEP, OMFP fluorogenic substrate, fluorescence. inhibition, % at 20 µM. actives 0.25% (n = 360,000);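 active = inhibition at 20 µM, scaled per plate between control wells, above about 37%, limit read from the data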;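 also: 0% = DMSO with enzyme and substrate and 100% = substrate only without enzyme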
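Material: STEP (striatal-enriched tyrosine phosphatase) enzyme, cell-free | Medium: 50 mM Bis-Tris pH 6.0 with 2.5 mM DTT and 0.005% Tween 20 | Read-out: Percent inhibition scaled to no-enzyme and uninhibited-enzyme controls, plate-pattern corrected | Signal: Fluorescence read at 480 nm ex / 540 nm em | Times: 20 min reaction, room temperature, in the dark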
CendR NRP1 mod = NRP-1/CendR interaction modulation. FAM-RPARPAR peptide binding to NRP-1, fluorescence polarization. inhibition, % at 25 µM. actives 0.85% (n = 360,000);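 active = inhibition or corrected inhibition above about 18%, plus a signal ratio from 0.5 to 1.5, limit read from the data, passing the limit was not always enough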; also: strong numbers were not always called active
SKN-1 inh = blocks SKN-1 activity in C. elegans; inhibition, % at 21.8 µM; C. elegans VP596 Pgst-4::GFP/RFP ratio, acrylamide-induced, 24 h; AID 624304; actives 0.49% (n = 360,000);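 active = interference check ratio from 0.5 to 1.5 plus GFP to RFP signal ratio inhibition reaching or exceeding a fixed threshold, cut at about 30% in these data, passing the limit was not always enough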; also: some compounds called inactive have numbers as strong as hits
Rpn11 inh = Rpn11 (human) deubiquitinase inhibition. O00487. human 26S proteasome, Ub4-pepOG fluorescence polarization; 20S core pre-blocked with epoxomicin. calls only at 20 µM. actives 0.59% (n = 360,000). AID 588493;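 active = inhibition at 20 µM, scaled to each plate's controls, above about 33%, limit read from the data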
SUMO1-SIM PPI = alters human SUMO1 binding to SIM partners; actives 0.33% (n = 360,000); SUMO1 binding to a labelled peptide, TR-FRET, 1 h; inhibition, % at 20 µM; in the data active = inhibition above about 37%
Scp1 inh = blocks human Scp-1 phosphatase activity; Q9GZU7; Recombinant Scp1, phosphopeptide, malachite green phosphate absorbance; inhibition, % at 20 µM; actives 0.88% (n = 340,000); AID 493091;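 active = inhibition above about 50% at 20 µM, limit read from the data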;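 also: plate controls were DMSO wells with enzyme for no effect and wells lacking enzyme for full effect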
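Material: truncated SCP-1 phosphatase (76-261aa) / Buffer or medium: 50 mM Tris acetate pH 5.5, 0.005% Tween-20, 10 mM MgCl2 / Compound dosing: one concentration, 20 µM, with 1.0% DMSO / Incubation: 45 min room-temperature reaction, 5 min colour, 30 min stabiliser / Detection: colorimetric free-phosphate detection, absorbance 630 nm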
* hit, by the source's call; i = inactive; . = not tested or not shown.

structure,NadD block,LMPTP inh,MT1-MMP act inh,DNMT1 block,STEP block,CendR NRP1 mod,SKN-1 inh,Rpn11 inh,SUMO1-SIM PPI,Scp1 inh
C[C@@H]1CCCCO[C@@H](CN(C)C(=O)c2ccncc2)[C@@H](C)CN([C@H](C)CO)C(=O)c2cc(N(C)C)ccc2O1,-0.6,-1.9,-1.7,1.2,0.5,-8.2,4.9,i,-0.3,.
CC(C)C[C@H](NC(=O)c1nc[nH]c1C(=O)NCc1ccc(CNC(=O)OC(C)(C)C)cc1)C(=O)OCc1ccccc1,10.4,1.4,-0.7,-24.5,-3.1,-21.2,13.9,i,1.5,-6.5
Cc1ccc2c(c1)N(CC(=O)NCCc1ccccc1)C(=O)c1cccnc1O2,-0.5,0.0,2.0,-1.1,0.2,-0.4,2.5,i,1.4,-8.0
Cc1noc(C)c1COc1cccc(C(=O)OCC(=O)NCCN2C(=O)CSC2=O)c1,3.7,-0.2,3.7,0.0,0.1,16.0,2.7,i,4.2,-3.7
CCOC(=O)C1(CCOC)CCN(Cc2cnc(-c3cccc(C)c3)nc2)CC1,4.4,0.2,0.1,-1.6,-3.5,9.6,-10.1,i,-0.7,-2.2
CCc1cccc(CC)c1N(COC)C(=O)Cn1c(CO)nc2ccccc21,-0.7,-0.7,1.0,4.1,15.5,-13.0,0.2,i,-0.6,-17.8
CCOC(=O)c1c(NC(=O)c2ccc(C)cc2)sc2c1CC(C)(C)OC2,-8.6,3.8,-4.8,-4.9,4.9,7.9,23.9,i,-3.2,-7.5
CCN(CC)C(=O)N1CCN(S(=O)(=O)c2ccc(C)c(C)c2)CC1,-0.3,-0.3,-0.4,-1.9,-0.5,-4.0,3.9,i,-0.7,-4.8
C=CCN(CC=C)C(=S)NC(=O)Cc1cccc2ccccc12,1.5,6.8,7.0,-15.1,0.8,3.8,-17.5,i,-1.0,24.3
CC(=O)c1c(C)[nH]c(C(=O)N2CCN(C(=O)c3ccco3)CC2)c1C,6.6,-0.3,-5.6,3.3,2.3,13.4,-15.9,i,-4.2,0.7
COc1ccc(/C=N/NC(=O)c2nn(-c3ccc(Cl)cc3)c(=O)c3c(N)scc23)cc1,55.1*,1.8,16.5,-12.1,8.7,29.5*,16.5,i,10.8,-7.3
COc1ccc(NC(=O)c2ccc(Cl)c(S(=O)(=O)NCC3CCCO3)c2)c(OC)c1 (stereo not given),1.1,0.1,1.3,2.0,-1.8,11.8,6.0,i,0.9,-6.0
O=C1CCN(Cc2nnnn2CC2CCCO2)c2ccccc2N1 (stereo not given),6.3,-1.3,5.6,2.3,-0.2,8.9,5.5,i,-0.8,1.5
COc1c(S(=O)(=O)n2nc(C)cc2C)ccc(Cl)c1Cl,-3.6,-0.4,5.2,1.9,-0.8,5.1,-16.3,i,0.9,-4.3
CCOC(=O)C1=C(COC(=O)/C=C/c2ccc(OC)cc2OC)NC(=O)NC1C (stereo not given),-5.0,1.0,1.4,-1.3,0.3,-21.1,2.9,i,-22.2,-3.5
FC(F)(F)c1cc(-c2ccco2)nc(N2CCOCC2)n1,-3.4,1.7,1.4,3.0,6.2,-2.4,-0.1,i,1.2,-7.5
Cc1cccc(NC(=O)C2CCCN(S(=O)(=O)c3cccc4cccnc34)C2)c1 (stereo not given),4.3,-0.6,3.3,-2.2,0.5,-5.7,2.9,i,-3.7,7.1
COc1ccc(NC(=O)/C(=C\c2cccnc2)NC(=O)c2cccs2)cc1,0.4,-0.7,11.1,1.1,-3.7,8.5,12.3,i,-0.2,-5.2
CCOc1ccc(C2/C(=C(\O)c3ccc4c(c3)OCCO4)C(=O)C(=O)N2CCN2CCOCC2)cc1OC (stereo not given),0.8,1.3,2.2,-0.2,1.0,-0.3,-1.6,i,-3.7,-6.1
O=C(O)c1ccc(CNC(=O)c2ccccc2NC(=O)c2ccc([N+](=O)[O-])cc2)cc1,-5.2,-0.7,1.0,2.6,-0.5,-4.0,-7.2,i,-18.4,-13.0

Compound profiles, as listed above. Values in the order: NadD block | LMPTP inh | MT1-MMP act inh | DNMT1 block | STEP block | CendR NRP1 mod | SKN-1 inh | Rpn11 inh | SUMO1-SIM PPI | Scp1 inh
Record of O=C1CCN(Cc2nnnn2CC2CCCO2)c2ccccc2N1 (stereo not given) → 6.3 | -1.3 | 5.6 | 2.3 | -0.2 | 8.9 | 5.5 | i | -0.8 | 1.5
Record of CCOC(=O)c1c(NC(=O)c2ccc(C)cc2)sc2c1CC(C)(C)OC2 → -8.6 | 3.8 | -4.8 | -4.9 | 4.9 | 7.9 | 23.9 | i | -3.2 | -7.5
Record of CCN(CC)C(=O)N1CCN(S(=O)(=O)c2ccc(C)c(C)c2)CC1 → -0.3 | -0.3 | -0.4 | -1.9 | -0.5 | -4.0 | 3.9 | i | -0.7 | -4.8

Remaining list, next part:
structure,NadD block,LMPTP inh,MT1-MMP act inh,DNMT1 block,STEP block,CendR NRP1 mod,SKN-1 inh,Rpn11 inh,SUMO1-SIM PPI,Scp1 inh
CCOc1ccc(OCC(=O)OCC(=O)N(CC(C)C)c2c(N)n(Cc3ccccc3)c(=O)[nH]c2=O)cc1,2.6,-0.2,-3.7,-1.4,-2.3,2.1,-5.4,i,0.0,3.9
Cc1cccc(C)c1NC(=O)c1cnccn1,-1.2,-2.1,1.1,7.2,-3.9,-1.2,0.7,i,0.4,-3.5
CN(CC1CCN(CCc2cccc(C(F)(F)F)c2)CC1)C(=O)c1ccc(F)cc1,0.0,-0.4,3.0,-1.9,-0.9,-1.4,-13.3,i,5.6,3.0
COC(=O)[C@@]12C[C@@H](CC(=O)N3CCOCC3)C(=O)N(Cc3ccc4c(c3)OCO4)C1=CCC(C)(C)C2,.,-0.4,3.5,.,.,-10.4,3.8,.,0.8,.
Cc1cc(C)n(-c2ccc(C(=O)OCC(=O)Nc3ccc(Cl)cc3[N+](=O)[O-])cc2)n1,-2.8,1.1,1.8,6.1,4.2,-5.4,10.6,i,-5.1,-3.4
CC(C)CCNC(=O)c1ccccc1SCC(=O)NC1CCCCCCC1,-2.2,0.4,-4.5,0.2,-1.8,1.4,2.4,i,-3.9,-8.2
COCCN1C(=O)C(=O)/C(=C(/O)c2cccc(S(=O)(=O)N(C)C)c2)C12C(=O)N(C)c1ccccc12 (stereo not given),2.0,-3.4,8.3,0.3,-2.0,7.8,4.6,i,2.3,1.0
CCCN(CCC)CCCNC(=O)c1nn(-c2cccc(OC)c2)c(=O)c2ccccc12,-9.9,0.2,2.4,-0.1,2.2,7.6,-3.9,i,-5.1,-8.1
Cc1cc(C(=O)N2C(C)CCCC2C)no1 (stereo not given),5.6,0.2,1.5,-0.5,1.3,3.6,2.0,i,-4.7,-4.9
Fc1ccc(NC(=S)N2CCCN(c3ccc(C(F)(F)F)cn3)CC2)c(F)c1,-5.2,1.4,5.0,7.3,1.1,-25.0,2.9,i,0.6,-4.3
COc1cc([N+](=O)[O-])cc(/C=N\NC(=O)C2COc3ccccc3O2)c1O (stereo not given),-2.8,1.4,-1.0,0.9,0.0,-4.7,-3.8,i,-17.2,-2.7
Cc1ccc2nc(Cl)c(/C=N/NC(=O)[C@H]3C[C@@H]3c3ccccc3)cc2c1,22.5,4.1,2.8,35.7,3.3,-11.1,4.1,i,40.1*,-1.3
CC1(C)CC(N2CCC(=O)N(C3CC(C)(C)NC(C)(C)C3)C2)CC(C)(C)N1,3.8,-5.9,-1.7,1.8,0.4,15.6,9.9,i,1.6,49.7
C/C(=N\NC(=O)c1cccnc1)c1c(O)cc(C)oc1=O,0.5,-3.2,0.4,0.8,-1.8,-12.1,5.3,i,2.7,-11.8
N#Cc1cccc(CN2CCC(=O)N(CCO)CC2)c1,1.2,-1.7,3.8,0.3,1.3,21.1*,1.9,i,-1.2,2.9
CC(NCc1ccc2c(c1)OCO2)C(=O)NC1CCCCC1 (stereo not given),3.4,-1.6,1.3,4.3,1.8,0.2,-0.3,i,-2.3,-8.0
Cc1ccc(C(=O)N/C(=C\c2ccccc2)C(=O)NCCCn2ccnc2)cc1,7.1,-7.2,-1.1,3.0,-2.2,22.8*,1.0,i,0.5,-4.5
COc1ccc(-c2cc3c(=O)n(CC(=O)NCCCN4CCN(Cc5ccccc5)CC4)ncn3n2)cc1,-12.0,-0.6,7.2,0.1,-2.1,5.3,-4.4,i,-2.8,-6.5
C=CCN(C(=O)CCC(=O)Nc1cc(C)on1)C(C(=O)NC1CCCC1)c1ccc(Cl)cc1 (stereo not given),-5.5,-0.9,-2.9,-2.2,1.1,-1.7,1.0,i,0.2,-11.8
CCCCCCN1C[C@H](n2cc(C3CC3)nn2)[C@@H](O)C[C@@H]1c1ccc(OC)cc1,2.9,-0.9,6.1,1.0,-0.6,-3.2,17.9,i,6.3,.

(further entries)
structure,NadD block,LMPTP inh,MT1-MMP act inh,DNMT1 block,STEP block,CendR NRP1 mod,SKN-1 inh,Rpn11 inh,SUMO1-SIM PPI,Scp1 inh
COc1ccc(C(C(=O)NC(C)(C)C)N(Cc2ccccc2)C(=O)CCC(=O)Nc2cc(C)on2)cc1 (stereo not given),3.5,-0.5,-3.6,-0.1,-1.1,-5.6,13.7,i,-0.7,-3.9
COc1cccc(NC(=O)NCCCCc2ccccc2)c1,-9.9,4.6,3.2,4.4,-1.4,-2.2,5.7,i,4.4,-5.0
CSc1ccccc1OCc1cc(C(=O)NC(C)CCn2cccn2)no1 (stereo not given),-2.9,-0.1,3.8,0.9,1.0,0.0,-14.0,i,2.0,1.7
Cc1cc(COc2ccccc2)oc1C(=O)O,-2.5,0.1,-2.8,3.4,-0.6,-54.2,-13.8,i,5.5,-2.0
CC(=O)n1cc([C@H]2C=C(C(=O)N3CCN(Cc4ccccc4)CC3)O[C@@H](OCCCCO)C2)c2ccccc21,-3.9,0.7,-0.7,-6.8,3.6,11.5,10.6,i,-1.5,-5.6
COc1cccc(CNS(=O)(=O)c2c(C)nc3sccn3c2=O)c1,-0.8,-1.0,1.4,0.9,0.2,-2.1,12.3,i,-3.2,-8.5
OCC[C@H]1C[C@H](O)[C@@H](O)[C@]2(CCc3ccccc3CO2)O1,1.5,-1.1,0.3,2.2,-2.0,2.0,-7.1,i,3.6,-1.3
O=C(Nc1nccs1)c1ncc(Cl)c(Cl)c1Cl,4.4,-1.3,-27.6,-1.9,-0.9,1.0,13.8,i,-4.0,-1.2
